Tn6 DDE FP: DD(E)-Tn6 binding inhibition, primary FP screen; 0.21% of 370,000 active; inhibition, % at 8.3 µM; Fibrin DD(E) TRITC-Tn6 fluorescence polarization displacement; P02675;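 active means inhibition above a per-campaign cutoff: mean of compounds within control limits plus 3 SD, cut at about 15% in these data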;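 further: 0% = median of all compound wells on the plate and 100% = blocking peptide control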
ASAP1 GAP inh: ASAP1 ArfGAP inhibition | Q9ULH1 | ASAP1-stimulated ARF1 GTP hydrolysis, GDP FP detection | inhibition, % at 16.5 µM | 0.19% of 360,000 active | AID 624377; in the data active means inhibition above about 25%;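 further: 0% = vehicle with enzyme and substrate and 100% = no enzyme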
ADAM10 inh: inhibitors of human ADAM10; O14672; recombinant ADAM10, EDANS/DABCYL FRET peptide cleavage, 3 h; inhibition, % at 7 µM; 0.62% of 370,000 active;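 active means inhibition above a per-campaign cutoff equal to the mean of compounds falling between control-based bounds plus 3 SD, cut at about 20% in these data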;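 further: 0% = DMSO wells while the 100% control is not disclosed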
ARFGAP1 inh: inhibitors of rat ARFGAP1. Q62848. Arfgap1-stimulated ARF1 GTP hydrolysis, GDP FP detection. inhibition, % at 16.5 µM. 0.26% of 360,000 active;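 active means inhibition above a per-plate limit, mean inhibition of low control wells plus 3 SD, cut at about 25% in these data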;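 further: 0% = DMSO wells with enzyme and 100% = wells lacking Arfgap1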
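System: truncated rat Arfgap1 GAP domain / Benchmarks: high control wells lacking Arfgap1, low control full reaction with DMSO / Times: compound-enzyme preincubation 20 min, reaction 120 min, detection 60 min, 25 °C / Repeats: one replicate per compound / Also added: human ARF1(Δ1-17)-GTP substrate / Measured by: Tracer-displacement fluorescence polarization with EDTA stop, 620/688 nm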
PLCb3 inh: PLC-beta3 (human) inhibition, primary screen | Q01970 | Purified PLC-beta3, fluorogenic substrate, fluorescence | inhibition, % at 12.2 µM | 0.18% of 370,000 active; in the data active means inhibition above about 11%;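 further: 0% = median of compound wells on plate and 100% = full blocker control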
Tn7 DDE FP: inhibitors of Tn7 peptide binding to human fibrin DD(E); P02675; inhibition, % at 8.3 µM; AID 720508; 0.13% of 370,000 active; FP displacement of FITC-Tn7 peptide from fibrin DD(E); 0% = median of compound wells per plate;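 active means inhibition above the mean of compounds falling within the control limits plus 3 SD of them, cut at about 14% in these data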;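 further: 0% = plate median of compound wells and 100% = 10 µM Aha-Tn7 peptide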
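Also added: labelled Tn7 tracer, 0.1 µM; Assay system: human fibrin DD(E) protein; Amount: 2 µM fibrin DD(E); Schedule: 10 min compound pre-incubation, 3 h probe incubation at room temperature; Repeats: one replicate per compound; Read-out basis: percent inhibition; Measured by: fluorescence polarization of the labelled Tn7 tracer.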
SIAE primary: inhibitors of human sialic acid acetylesterase SIAE; Q9HAT2; inhibition, % at 9.66 µM; AID 1053197; 0.69% of 370,000 active; SIAE FP-Rh probe binding, fluorescence polarization;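 active means inhibition above a cutoff: mean of compounds within the control limits plus 3 SD of those, cut at about 17% in these data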;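 further: 0% = plate median of compound wells and 100% = probe without SIAE protein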
TDP2 inh: blocks human TDP2 phosphodiesterase activity. O95551. recombinant TDP2, T5PNP hydrolysis, p-nitrophenol absorbance 415 nm. inhibition, % at 12.8 µM. 0.34% of 370,000 active. AID 720702;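 active means inhibition above the mean of all tested compounds plus 3 SD, set per campaign, cut at about 25% in these data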;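 further: 0% = DMSO with enzyme and 100% = buffer with substrate but no TDP2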
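Evaluation: % inhibition relative to enzyme-containing and enzyme-free wells. Material: recombinant human TDP2. Benchmarks: enzyme-free and DMSO wells. Timing: enzyme reaction with compound for 2 h at 37 °C. Compound dosing: 12.8 µM only. Measured by: p-Nitrophenol epi absorbance. Reagent: T5PNP substrate at 5 mM, a TopII-DNA adduct mimic. Replication: single well per compound.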
ADAM17 inh: ADAM17 inhibition, QFRET primary screen | inhibition, % at 6.95 µM | AID 720648 | P78536 | recombinant ADAM17, EDANS/DABCYL FRET peptide cleavage | 0.83% of 370,000 active;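 active means inhibition above the mean of compounds lying between control limits plus 3 SD, set per campaign, cut at about 8.5% in these data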;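 further: 0% = DMSO-only wells as the low control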
PLC-gamma1 inh: blocks human PLC-gamma1 enzyme activity; P19174; purified PLC-gamma1, fluorogenic substrate, fluorescence; inhibition, % at 12.2 µM; 0.84% of 370,000 active; AID 720700; in the data active means inhibition above about 9.5%
Target sequence (P19174 whole entry, looked up): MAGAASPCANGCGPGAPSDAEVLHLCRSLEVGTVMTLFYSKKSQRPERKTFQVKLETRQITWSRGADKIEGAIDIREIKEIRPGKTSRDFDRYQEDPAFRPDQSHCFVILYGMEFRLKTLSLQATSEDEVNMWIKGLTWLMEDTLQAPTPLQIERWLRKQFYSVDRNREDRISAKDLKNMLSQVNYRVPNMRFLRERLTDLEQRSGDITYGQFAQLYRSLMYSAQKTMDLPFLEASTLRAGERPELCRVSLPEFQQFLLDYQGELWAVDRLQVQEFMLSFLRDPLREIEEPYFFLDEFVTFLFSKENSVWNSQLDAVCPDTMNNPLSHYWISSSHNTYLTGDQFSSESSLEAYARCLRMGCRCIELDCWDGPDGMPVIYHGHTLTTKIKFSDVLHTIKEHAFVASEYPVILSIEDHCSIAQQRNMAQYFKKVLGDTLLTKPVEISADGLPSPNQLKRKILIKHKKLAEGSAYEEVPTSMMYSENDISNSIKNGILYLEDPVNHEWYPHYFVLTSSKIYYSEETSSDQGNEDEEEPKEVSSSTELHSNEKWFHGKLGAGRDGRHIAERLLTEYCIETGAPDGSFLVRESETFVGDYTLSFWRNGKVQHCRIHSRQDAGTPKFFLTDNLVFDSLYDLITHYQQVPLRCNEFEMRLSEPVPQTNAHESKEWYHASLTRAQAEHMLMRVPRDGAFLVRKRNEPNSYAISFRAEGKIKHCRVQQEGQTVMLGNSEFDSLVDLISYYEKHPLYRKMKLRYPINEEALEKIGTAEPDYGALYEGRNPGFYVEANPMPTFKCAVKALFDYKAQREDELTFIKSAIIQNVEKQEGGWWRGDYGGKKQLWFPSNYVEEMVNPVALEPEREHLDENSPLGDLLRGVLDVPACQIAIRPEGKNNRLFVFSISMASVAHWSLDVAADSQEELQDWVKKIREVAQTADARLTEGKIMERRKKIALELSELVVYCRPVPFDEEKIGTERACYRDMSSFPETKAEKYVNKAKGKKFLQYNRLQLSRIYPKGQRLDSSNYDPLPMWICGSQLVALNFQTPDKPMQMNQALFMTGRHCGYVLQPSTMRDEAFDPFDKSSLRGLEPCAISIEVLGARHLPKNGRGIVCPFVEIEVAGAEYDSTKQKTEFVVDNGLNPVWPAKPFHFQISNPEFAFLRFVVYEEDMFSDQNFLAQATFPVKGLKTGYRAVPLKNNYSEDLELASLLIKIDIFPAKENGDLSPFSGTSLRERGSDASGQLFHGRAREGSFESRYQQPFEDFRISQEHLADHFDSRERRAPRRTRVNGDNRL
* hit, by the source's call; i = inactive; . = not tested or not shown. Random draw from the library; 3.6% or so of the library scored in one or more.

Tn6 DDE FP	ASAP1 GAP inh	ADAM10 inh	ARFGAP1 inh	PLCb3 inh	Tn7 DDE FP	SIAE primary	TDP2 inh	ADAM17 inh	PLC-gamma1 inh	canonical_smiles
-2	-18	4	-13	-8	-1	-4	8	-5	-9	Nc1nonc1-c1nc2ccccc2n1Cc1ccc(F)cc1Cl
5	-6	-8	1	-4	2	-1	-5	-6	0	COc1ccc(SCc2noc(C(=O)NCC3CCCO3)c2C(=O)O)cc1 (stereo not drawn)
2	-4	-3	2	-7	8	-1	-1	-5	2	O=C(Nc1cccc(-c2cccc(F)c2)c1)C1CCN(Cc2ccco2)CC1
9	-11	-11	1	-9	-4	6	4	-5	-9	CCOC(=O)c1cc2c(ccn2C)n1CC(=O)N1CCN(c2ccccc2)CC1
-5	-5	-10	-4	0	7	-1	-6	-1	0	CCn1c(SCC(=O)N2CCC(C)CC2)nc2c([nH]c3ccccc32)c1=O
6	-12	-2	-7	-3	6	-9	-1	-7	-2	CC(C)Oc1cc(NC(=O)CS(=O)(=O)CC(=O)N(C)C)c(Cl)cc1Cl
1	-9	-2	2	-1	-3	-6	-2	0	-4	CCOC1=C2[C@@H](CN(S(=O)(=O)c3ccc(C)cc3)[C@H]2c2ccccc2Cl)[C@H]2C(=O)N(C)C(=O)[C@H]2C1
-5	-5	5	7	3	0	-7	5	2	1	COc1cc(CNCCNC(=O)c2nonc2N)ccc1OCc1ccc(Cl)nc1
1	-12	9	2	-1	0	-7	-10	2	-3	CC1(C(=O)Nc2ccc3c(c2)OCCO3)CCN1Cc1ccc2ccccc2c1 (stereo not drawn)
-4	3	2	5	-1	6	1	1	-3	-4	O=[N+]([O-])c1ccc(Oc2cccc(F)c2)c2ccncc12
-3	10	4	21	-10	-2	-5	6	0	-3	Cc1ccc(OCc2cc(C(=O)N(C)Cc3cc(C4CC4)n[nH]3)no2)cc1C
9	-2	-6	6	-20	2	-2	2	-8	4	O=C(NCCN1CCN(C(=O)c2ccc(Br)cc2)CC1)c1ccc(Br)cc1
-1	-4	0	0	-1	3	-4	1	-3	2	Cc1cc(F)ccc1N1CCC(N2CCN(CCC(C)C)C(CCO)C2)CC1 (stereo not drawn)
-10	6	-7	-3	-11	-3	2	-1	-4	-4	O=C(Nc1ccsc1C(=O)O)c1cccc(C(F)(F)F)c1
14	-6	2	-9	-7	5	-3	-10	-4	-1	COc1cccc(CNc2nc3ccc(C)cc3n3cnnc23)c1
-6	3	-1	2	2	-6	4	-8	0	6	c1ccc(COc2ccc(OCCCCN3CCCCC3)cc2)cc1
3	5	-3	-19	-2	0	3	21	-1	-3	O=C(CC(=O)N/N=C/c1ccc(C(=O)O)cc1)NCCc1ccccc1
-1	-14	-1	-5	-4	0	3	1	-2	0	CN(C)c1ccc(N2[C@@H](CC(=O)O)c3cc(C(F)(F)F)ccc3S2(=O)=O)cc1
0	-3	-4	23	-2	-3	-1	-1	-5	-2	COC(=O)[C@H](C)NC(=O)Nc1ccccc1F
-1	-6	1	-2	4	-6	7	-4	2	1	O=C(CCCn1c(=S)[nH]c2ccsc2c1=O)Nc1ccc(F)cc1
0	7	8	5	5	6	1	-11	-1	2	Clc1ccc2c(N3CCCC3)ccnc2c1
-4	0	7	13	-127	3	4	4	-1	-98	Cc1c(NCc2cc(Cl)cc(Cl)c2O)c(=O)n(-c2ccccc2)n1C
2	6	2	14	2	-9	1	-7	-4	1	CCC(=O)NC(Nc1ncc(C)s1)(C(=O)OC)C(F)(F)F (stereo not drawn)
-8	-3	-4	-11	-3	-9	7	-1	0	-3	CC(C)CCNC(=O)C1CC(c2ccccc2[N+](=O)[O-])=NO1 (stereo not drawn)
13	-5	3	-7	-1	2	12	-1	0	0	CCN(CC)CCNC(=O)/C(=N\O)c1ccccn1
3	5	-11	3	-1	2	-15	-8	-6	-1	Cc1ccc(N(Cc2cc(=O)[nH]c3ccccc23)C(=O)CCl)c(C)c1
-2	15	-51	17	-52	-4	-7	-10	-18	-41	COc1cccc(C(=O)N=c2sc3cc(S(C)(=O)=O)ccc3n2C)c1
-7	6	-8	19	-4	0	-7	-11	-1	2	CC(=O)c1cc(Cc2csc(C(C)=O)c2)cs1
-2	.	2	.	-3	-6	1	8	1	-5	CN(C)S(=O)(=O)c1cccc(C(=O)N/N=C\c2ccco2)c1
10	.	-1	.	-1	9	4	-4	-1	0	COP(=O)(O)[C@@H](CC(C)C)NC(=O)OCc1ccccc1
9	-8	-6	0	-6	12	2	1	-1	-2	C/C(CC(=O)NCc1ccco1)=N\NC(=O)Cc1ccc(-c2ccccc2)cc1
-9	-6	7	11	0	0	6	-5	2	1	COCCNC(=S)N/N=C/c1ccccc1C(=O)O
-4	-13	-3	0	-2	-13	-2	-6	3	1	COc1ccc(/C(N)=N/OC(=O)COc2ccccc2Cl)cc1
7	2	-8	12	-6	-5	-1	8	0	1	CC(=O)c1ccccc1NC(=O)c1cc(S(=O)(=O)N2CCOCC2)ccc1N1CCCC1
-3	5	10	7	-7	-5	12	2	7	-8	CN1/C(=C/C(=S)NC(=O)C2(C)CC2(Cl)Cl)C(C)(C)c2ccccc21 (stereo not drawn)
4	2	-4	-3	-5	0	2	-7	-1	-1	Cc1csc2ncnc(NC3CCN(Cc4ccccc4)CC3)c12
4	5	6	8	0	4	-2	-4	3	5	CCCC[C@@H]1C[C@H]1[C@@H](NC(=O)c1ccco1)c1ccc(Cl)cc1
-4	7	-8	4	-19	-6	4	7	-4	-16	CC(=O)C1=C(C)OC(N)=C(C#N)C1c1ccncc1 (stereo not drawn)
-2	-1	3	11	-11	-5	5	11	0	-1	COc1ccc(NS(=O)(=O)c2ccc(-c3cnc(C4CC4)o3)cc2)cc1OC
3	13	-14	3	-2	8	5	0	-3	1	Cc1cccc(C)c1NC(=O)CNC(=O)C1CC(=O)N(Cc2ccccc2)C1 (stereo not drawn)
7	3	1	-20	0	3	-2	-3	-1	2	CCC1CCc2c(sc(NC(C)=O)c2C#N)C1 (stereo not drawn)
10	-33	-7	7	-1	1	1	4	-2	1	CC(NC(=O)c1ccc(F)cc1)C(=O)NC1=NCCS1 (stereo not drawn)
6	-1	0	4	-6	2	-10	-8	0	2	CC(C)[C@H](NC(=O)[C@@H]1CSC2c3ccccc3C(=O)N21)C(=O)NC1CCCCC1 (stereo partly drawn)
-3	-3	-1	8	-6	1	0	-1	-1	1	CCOc1ccc(CC2S/C(=N/N=C/c3ccco3)NC2=O)cc1 (stereo not drawn)
-5	-5	-10	2	-11	3	13	1	0	-12	COc1cc([C@H](Cc2ccccc2)NC(C)=O)oc(=O)c1
1	5	-7	3	-7	4	0	5	-6	-1	COc1ccc(OC)c2c1sc(=NC(=O)C1CCCCC1)n2C
-4	4	-11	0	-10	-6	-9	-12	2	4	Fc1cccc(Cc2c(-c3ccc(Cl)cc3)nc3ccc(Br)cn23)c1
-5	-6	-4	-1	-5	10	6	11	-2	-1	Cc1ccc(NC(=O)/C=C2\NC(=O)CS2)cc1
5	-7	3	-3	-7	4	-1	5	-3	1	NC(=O)C1CCN(Cc2nc(-c3cccs3)no2)CC1
-1	2	-14	16	2	-2	1	2	-2	1	CCN1C(=O)[C@H]2[C@H]3CN=C(SCc4ccc(OC)cc4)N3[C@@](CC)(C(=O)OC)[C@H]2C1=O
0	-8	8	1	0	2	0	-8	-1	12*	C=CCn1c(SCc2cccc(OC)c2)nnc1-c1ccncc1
-5	-15	8	-3	2	6	-2	13	-2	1	Cc1nc(SCc2ccccc2)c([N+](=O)[O-])[nH]1
3	10	10	4	-2	8	-3	8	-2	0	Cc1ccc(Cc2cnc(NC(=O)C3CCCO3)s2)cc1 (stereo not drawn)
-7	6	i	-5	-477	-5	1	0	-190	-313	N=c1c(C(=O)NC2CCCCC2)cc2c(=O)n3ccccc3nc2n1Cc1ccco1
10	-6	-1	-5	2	-1	3	0	1	3	Cc1ccc2cccc(S(=O)(=O)Nc3c(C)n(C)n(-c4ccccc4)c3=O)c2n1
5	-5	-7	-2	-54	0	-2	-2	7	-62	COc1cc(NS(=O)(=O)c2ccc(C)cc2)c2ncccc2c1
4	9	-17	0	-13	2	2	-2	-3	-1	CCN(CC)c1ccc(S(=O)(=O)N2CCOCC2)cc1NC(=O)CN1C(=O)NC2(CCCC2)C1=O
-15	2	-14	-12	0	1	1	3	-5	-2	Cc1noc(C)c1-c1ccc2ncnc(NCC3CCCCN3C)c2c1 (stereo not drawn)
6	5	1	0	3	4	1	-12	0	8	CCOC(=O)c1cccc(-n2c(C)nc3ccccc3c2=O)c1
0	-21	-6	5	-6	4	3	-6	-6	2	O=C(CSc1nnc(CNC(=O)c2c(F)cccc2Cl)o1)Nc1ccc2c(c1)OCO2

Three compounds out of the list, ordered by length of the SMILES, descending.
Tn6 DDE FP	ASAP1 GAP inh	ADAM10 inh	ARFGAP1 inh	PLCb3 inh	Tn7 DDE FP	SIAE primary	TDP2 inh	ADAM17 inh	PLC-gamma1 inh	canonical_smiles
-1	2	-14	16	2	-2	1	2	-2	1	CCN1C(=O)[C@H]2[C@H]3CN=C(SCc4ccc(OC)cc4)N3[C@@](CC)(C(=O)OC)[C@H]2C1=O
10	-6	-1	-5	2	-1	3	0	1	3	Cc1ccc2cccc(S(=O)(=O)Nc3c(C)n(C)n(-c4ccccc4)c3=O)c2n1
-5	-6	-4	-1	-5	10	6	11	-2	-1	Cc1ccc(NC(=O)/C=C2\NC(=O)CS2)cc1

(listing goes on)
Tn6 DDE FP	ASAP1 GAP inh	ADAM10 inh	ARFGAP1 inh	PLCb3 inh	Tn7 DDE FP	SIAE primary	TDP2 inh	ADAM17 inh	PLC-gamma1 inh	canonical_smiles
6	8	-75	-3	-2	5	-5	1	-3	0	O=C(Nc1ccc2c(c1)nc1n2CCOC1)C1CCCCC1
-1	-3	-11	7	-5	-3	2	-18	1	0	COc1ccc(C(Nc2ccc(S(=O)(=O)N3CCOCC3)cc2)C(=O)NCCC(C)C)cc1OC (stereo not drawn)
4	-1	-263	0	-281	-3	4	7	-93	-218	COC(=O)c1cc(=O)nc2sc(-c3cccs3)nn12
6	3	-7	8	0	-5	0	13	-6	-2	COC(C[C@@H]1O[C@@H]1[C@H](O)COCc1ccccc1)OC
-2	-12	0	-6	-1	-5	3	-1	2	2	Cc1cccc(NC(=S)NNC(=O)c2ccccc2OC(F)F)c1
5	2	-1	9	-3	1	3	24	-1	1	COc1ccc(C(=O)Nc2ccc(C(=O)O)cc2NC(=O)c2ccc(OC)cc2)cc1
-1	2	10	4	0	7	-1	8	-4	0	Oc1ccc(-c2cn3c(n2)SCC3)cc1

Bioassay records deposited in PubChem by The Scripps Research Institute Molecular Screening Center.
